# Screens from PubChem BioAssay.
# Bfl-1 Bim block: disrupts Bim binding to human Bfl-1; Q16548; Bead-based flow cytometry, Bim-Bfl-1 binding inhibition; inhibition, % at 10 µM; 190,000 tested, 0.12% active; AID 1008;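 further: 0% = wells without compound plus tracer and 100% = blocker peptide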
# Bim-Mcl-1: inhibitors of Bim-Mcl-1 interaction, human. Bead-based flow cytometry, Bim peptide-Mcl-1 binding. Q07820. inhibition, % at 10 µM. 190,000 tested, 0.1% active. AID 1009;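 further: 0% = no compound tracer wells and 100% = peptide blocker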
# Bim-Bcl-B: disrupts Bim peptide binding to human Bcl-B | Q9HD36 | bead-based flow cytometry | inhibition, % at 10 µM | 190,000 tested, 0.073% active;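 further: 0% = tracer peptide without compound and 100% = reference inhibitor peptide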
# Target sequence (Q9HD36 whole entry, looked up): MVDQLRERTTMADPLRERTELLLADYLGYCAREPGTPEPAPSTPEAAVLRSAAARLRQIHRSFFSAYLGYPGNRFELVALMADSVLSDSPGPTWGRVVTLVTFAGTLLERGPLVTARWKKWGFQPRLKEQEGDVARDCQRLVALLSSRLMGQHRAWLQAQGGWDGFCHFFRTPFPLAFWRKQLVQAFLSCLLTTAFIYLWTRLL
# RGS7-Gao: modulates binding of RGS7 to human Galphao | 220,000 tested, 0.35% active | P09471 | Multiplexed bead flow cytometry; actives lie on both sides | binding response (% of control), % at 10 µM; in the data active means binding response below about 49% or above about 150%; inconclusive means no clear call, values can overlap the other calls; inactive means in between;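 further: fluorescent Galphao held in activated GDP-AlF4 state binding bead-coupled RGS7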
# Bim-Bcl-2: disrupts Bim peptide binding to human Bcl-2. P10415. Bead-based flow cytometry, Bim peptide-Bcl-2 binding. AID 950. inhibition, % at 10 µM. 190,000 tested, 0.06% active; in the data active means inhibition above about 40%; inconclusive means no clear call, values can overlap the other calls;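 further: 0% = no compound wells with probe peptide and 100% = reference peptide inhibitor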
# Target sequence (P10415 whole entry, looked up): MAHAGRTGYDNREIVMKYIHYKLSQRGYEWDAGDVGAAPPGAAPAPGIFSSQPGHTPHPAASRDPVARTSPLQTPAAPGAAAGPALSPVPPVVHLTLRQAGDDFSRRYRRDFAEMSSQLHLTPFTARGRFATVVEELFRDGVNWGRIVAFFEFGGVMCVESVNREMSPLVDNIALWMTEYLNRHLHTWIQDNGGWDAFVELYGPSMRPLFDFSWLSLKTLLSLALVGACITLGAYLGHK
# ABCG2 inh: human ABCG2 inhibition, ABCB1 as counter-screen; 190,000 tested, 0.1% active; Q9UNQ0; inhibition, % at 6.6 µM; IgMXP3 cells, JC-1 efflux, flow cytometry; AID 1325;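 active means inhibition above 80%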;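 further: 0% = DMSO and 100% = nicardipine control wells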
#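 Measure – % inhibition of efflux relative to nicardipine and DMSO · Test system – ABCG2 IgMXP3 and barcoded ABCB1 CCRF-Adr cell mix · Control set – nicardipine as high control, DMSO as low control · Compound – one concentration, 6.6 µM final · Signal – flow cytometry of retained JC-1 fluorescence · Timing – 10 min exposure at 25 °C with rotation, no wash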
# RGS8-Gao: regulators of human RGS8-Galphao interaction | P09471 | multiplexed bead flow cytometry, RGS8-Galphao binding; actives lie on both sides | response (percent of control binding), % at 10 µM | 220,000 tested, 0.34% active | AID 1423; in the data active means response below about 60% or above about 140%; inactive means in between;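 further: Galphao activated as the GDP aluminium fluoride complex binding bead-coupled RGS8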
# ABCB1 block: inhibitors of human ABCB1 transporter, ABCG2 counter-screen; P08183; CCRF-Adr cells, JC-1 efflux, flow cytometry; inhibition, % at 6.6 µM; 190,000 tested, 0.067% active; AID 1326; in the data active means inhibition above about 40%;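 further: 0% = vehicle and 100% = reference inhibitor; higher value means more JC-1 retained so stronger ABCB1 efflux block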
# Bim-Bcl-XL: disrupts Bim peptide binding to human Bcl-XL; Q07817; bead flow cytometry, fluorescence; inhibition, % at 10 µM; 190,000 tested, 0.04% active; AID 1007
# Target sequence (Q07817 whole entry, looked up): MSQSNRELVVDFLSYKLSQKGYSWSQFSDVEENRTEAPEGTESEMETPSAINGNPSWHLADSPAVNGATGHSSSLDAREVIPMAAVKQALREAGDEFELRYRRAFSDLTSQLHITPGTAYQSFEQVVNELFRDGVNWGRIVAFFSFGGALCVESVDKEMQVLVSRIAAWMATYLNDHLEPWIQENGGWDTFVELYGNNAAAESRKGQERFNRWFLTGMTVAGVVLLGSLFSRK
# RGS4-Gao reg: human RGS4-Galphao interaction regulation. 220,000 tested, 0.33% active. Multiplexed bead flow cytometry, RGS4-Galphao binding; actives lie on both sides. AID 1415. binding response (% of control), % at 10 µM; in the data active means binding response below about 49% or above about 150%; inactive means in between;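 further: fluorescent Galphao activated with aluminum fluoride binding bead-coupled RGS4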
# Bim-Bcl-W: inhibitors of Bim-Bcl-W interaction, human; inhibition, % at 10 µM; bead-based flow cytometry, Bim peptide-Bcl-W binding; Q92843; 190,000 tested, 0.02% active;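 further: 0% = bound tracer without compound and 100% = peptide blocker; higher means less fluorescent Bim peptide bound to Bcl-W beads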
# Target sequence (Q92843 whole entry, looked up): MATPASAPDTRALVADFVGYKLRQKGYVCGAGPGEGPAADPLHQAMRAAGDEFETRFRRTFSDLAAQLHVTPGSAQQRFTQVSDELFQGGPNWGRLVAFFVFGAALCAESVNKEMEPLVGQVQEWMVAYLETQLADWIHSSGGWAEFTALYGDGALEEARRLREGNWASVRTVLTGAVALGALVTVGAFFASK
# * hit, by the source's call; ? = inconclusive; [ ] = remark or other dose. Unless noted, no stated cut-off is given here; in the data, active means inhibition above about 40%. Outcome played no part in choosing rows; any-hit rate near 0.94%.
Compound	Bfl-1 Bim block	Bim-Mcl-1	Bim-Bcl-B	RGS7-Gao	Bim-Bcl-2	ABCG2 inh	RGS8-Gao	ABCB1 block	Bim-Bcl-XL	RGS4-Gao reg	Bim-Bcl-W
CCOc1cc(-c2nc(C)c(C(C)=O)n2O)ccc1OCC(=O)Nc1ccc(F)cc1	17.0	0.0	-28.0	158.3*[activator]	6.0	7.1	103.4	-0.1	-5.0	110.4	2.0
CCCCNC(=O)c1cn(-c2ccc(OCC)cc2)c(=O)c2cc(OC)c(OC)cc12	-17.0	-1.0	-7.0	104.4	-9.0	5.6	103.6	2.5	-18.0	102.8	0.0
Cc1ccc(C(O)(C(=O)NN(C(=O)c2ccccc2)c2ccccc2)c2ccc(C)cc2)cc1	-10.0	-3.0	-6.0	103.5	-5.0	-0.2	101.4	0.5	-5.0	100.9	-4.0
COc1cccc(C(=O)Nc2ccc3c(c2)C(=O)N(CCC(=O)O)C3=O)c1	-2.0	1.0	-1.0	99.1	-1.0	0.0	99.8	0.0	0.0	97.3	0.0
COc1ccc(CN2C(=O)/C(=C/c3ccc(-c4ccc(Cl)c(C(=O)O)c4)o3)SC2=S)cc1	16.0	13.0	-42.0	96.5	20.0	12.5	97.6	14.2	6.0	100.6	5.0
COc1cc(C(=O)Nc2ccc3c(c2)OCCO3)ccc1OC(C)C	0.0	0.0	0.0	106.3	-2.0	4.9	95.5	-0.2	3.0	117.4	-3.0
COc1cccc(NC(=O)CCSc2ccc3ccccc3n2)c1	-3.0	-9.0	-8.0	103.2	-9.0	3.0	114.0	0.0	-13.0	105.9	-8.0
Cc1cc(NC(=O)CCC(=O)N(c2ccccc2)C(C(=O)NC2CCCC2)c2ccccc2)no1 (stereo unspecified)	1.0	-2.0	-3.0	99.6	-3.0	2.1	85.4	1.3	-5.0	92.3	-1.0
CCn1c(SCC(=O)c2ccccc2)nnc1-c1cccnc1	-7.0	-2.0	-3.0	98.2	-3.0	-0.8	104.5	-0.3	-3.0	101.3	0.0
O=C(NCCc1ccccc1)C1CCN(c2nc3ccccc3o2)CC1	-5.0	-2.0	-1.0	108.3	-3.0	0.6	104.3	0.2	0.0	106.9	-2.0
Cc1ccc(C(O)c2ccncc2)cc1 (stereo unspecified)	3.0	-1.0	-2.0	97.6	-3.0	1.2	98.4	0.1	-4.0	99.2	-2.0
CCn1c(SCC(=O)NC(C)(C)C)nnc1-c1ccncc1	-2.0	2.0	-1.0	101.7	-1.0	6.6	99.7	0.5	0.0	99.1	0.0
COc1ccc(NC2=CC(c3ccc(OC)cc3)N(c3ccc(OC)cc3)C2=O)cc1 (stereo unspecified)	1.0	1.0	4.0	?	4.0	-0.1	100.6	0.6	1.0	100.0	12.0
COC(=O)C1SCC2C(=O)N(Cc3ccc(Cl)c(Cl)c3)CC(=O)N21 (stereo unspecified)	-6.0	0.0	-1.0	?	-4.0	5.4	97.1	2.4	-1.0	93.7	-1.0
Nn1cnnc1SCC(=O)Nc1ccc2c(c1)OCCO2	-9.0	0.0	-5.0	100.6	-3.0	0.2	99.1	0.2	-8.0	100.3	5.0
CCCOc1ccc(/C=C2\SC(=S)N(CC3CCCO3)C2=O)cc1 (stereo unspecified)	10.0	0.0	0.0	101.4	8.0	-4.5	91.5	-0.8	3.0	99.7	2.0
CC(C)CNC(=S)Nc1ccc(F)cc1	-2.0	-4.0	-7.0	100.9	-4.0	1.6	98.2	0.3	-7.0	100.0	-7.0
O=C(CCc1c[nH]c2ccccc12)NCc1ccc2c(c1)OCO2	-13.0	0.0	-4.0	97.1	-6.0	2.4	100.0	0.3	0.0	96.7	3.0
COC(=O)C1=C(SC)N(c2ccc(OC)cc2)C(c2ccccc2)CC1=O (stereo unspecified)	-3.0	-5.0	-1.0	107.3	-2.0	5.0	104.4	0.8	-3.0	105.5	-5.0
CCCC(=O)c1cc2c(cc1NC(=O)CC)OCCO2	-4.0	-1.0	-4.0	?	-3.0	9.8	104.8	0.5	-4.0	104.6	-2.0
COc1ccc(OCc2cc(-c3ccc(Cl)cc3)no2)cc1	0.0	-3.0	-2.0	98.4	-1.0	2.1	97.5	0.2	-3.0	99.5	-3.0
Cc1nn(-c2ccccc2)c(C)c1NC(=O)COc1ccc(C#N)cc1	-6.0	-6.0	-8.0	101.2	-4.0	36.0	101.7	0.5	-6.0	101.2	-5.0
Cc1occc1-c1nnc(SCC(=O)N2CC(=O)Nc3ccccc32)n1CC(C)C	-1.0	-2.0	-4.0	111.8	-1.0	1.8	102.0	0.6	-3.0	108.7	-3.0
O=C(NN1CCOCC1)C12CC3CC(CC(C3)C1)C2	-1.0	-2.0	-4.0	97.0	-1.0	3.1	100.7	0.6	-3.0	100.5	0.0
O=C(c1ccc(CNS(=O)(=O)c2ccccc2)cc1)N1CCN(Cc2ccccc2)CC1	-13.0	0.0	-6.0	101.0	-9.0	1.3	97.5	0.7	2.0	105.2	-1.0
C=CCC(O)c1c(-c2ccccc2)nn(C)c1Cl (stereo unspecified)	3.0	3.0	1.0	93.0	-1.0	3.1	96.3	0.9	0.0	95.7	1.0
Cc1cccc(-n2c(=O)c3c4c(sc3n3c(=S)[nH]nc23)CCC4)c1	13.0	7.0	-19.0	97.0	7.0	-3.6	97.5	-1.3	8.0	99.0	11.0
C/C(=N\NC(=O)Cn1ccc(C(F)(F)F)n1)c1ccco1	-3.0	2.0	0.0	99.6	-2.0	1.1	101.5	0.3	-2.0	100.7	2.0
Nc1nc(N2CCN(C/C=C/c3ccccc3)CC2)nc2ccccc12	-5.0	2.0	-5.0	98.7	-3.0	1.8	97.5	0.6	-1.0	92.7	2.0
CC1(c2ccccc2)NC(=O)N(CC(=O)Nc2ccc([N+](=O)[O-])cc2)C1=O (stereo unspecified)	-7.0	-1.0	-3.0	102.2	0.0	-0.1	101.7	-0.3	-3.0	103.2	-1.0

# Part of the list above, with each value named.
COc1ccc(NC2=CC(c3ccc(OC)cc3)N(c3ccc(OC)cc3)C2=O)cc1 (stereo unspecified)
  Bfl-1 Bim block = 1.0
  Bim-Mcl-1 = 1.0
  Bim-Bcl-B = 4.0
  RGS7-Gao = ?
  Bim-Bcl-2 = 4.0
  ABCG2 inh = -0.1
  RGS8-Gao = 100.6
  ABCB1 block = 0.6
  Bim-Bcl-XL = 1.0
  RGS4-Gao reg = 100.0
  Bim-Bcl-W = 12.0

COC(=O)C1SCC2C(=O)N(Cc3ccc(Cl)c(Cl)c3)CC(=O)N21 (stereo unspecified)
  Bfl-1 Bim block = -6.0
  Bim-Mcl-1 = 0.0
  Bim-Bcl-B = -1.0
  RGS7-Gao = ?
  Bim-Bcl-2 = -4.0
  ABCG2 inh = 5.4
  RGS8-Gao = 97.1
  ABCB1 block = 2.4
  Bim-Bcl-XL = -1.0
  RGS4-Gao reg = 93.7
  Bim-Bcl-W = -1.0

Nn1cnnc1SCC(=O)Nc1ccc2c(c1)OCCO2
  Bfl-1 Bim block = -9.0
  Bim-Mcl-1 = 0.0
  Bim-Bcl-B = -5.0
  RGS7-Gao = 100.6
  Bim-Bcl-2 = -3.0
  ABCG2 inh = 0.2
  RGS8-Gao = 99.1
  ABCB1 block = 0.2
  Bim-Bcl-XL = -8.0
  RGS4-Gao reg = 100.3
  Bim-Bcl-W = 5.0

CCCOc1ccc(/C=C2\SC(=S)N(CC3CCCO3)C2=O)cc1 (stereo unspecified)
  Bfl-1 Bim block = 10.0
  Bim-Mcl-1 = 0.0
  Bim-Bcl-B = 0.0
  RGS7-Gao = 101.4
  Bim-Bcl-2 = 8.0
  ABCG2 inh = -4.5
  RGS8-Gao = 91.5
  ABCB1 block = -0.8
  Bim-Bcl-XL = 3.0
  RGS4-Gao reg = 99.7
  Bim-Bcl-W = 2.0

# Next results follow:
Compound	Bfl-1 Bim block	Bim-Mcl-1	Bim-Bcl-B	RGS7-Gao	Bim-Bcl-2	ABCG2 inh	RGS8-Gao	ABCB1 block	Bim-Bcl-XL	RGS4-Gao reg	Bim-Bcl-W
COC(=O)NCCOC(=O)N(O)c1ccc(Br)cc1	-12.0	-2.0	-10.0	87.2	-11.0	2.4	89.4	0.0	0.0	88.2	0.0
S=C(Nc1ccc2nc(-c3ccccn3)c(-c3ccccn3)nc2c1)N1CCCCCC1	-2.0	3.0	-5.0	97.9	1.0	2.3	98.5	0.5	2.0	96.7	1.0
Cc1cc(C)nc(SC2CCCCC2O)n1 (stereo unspecified)	-10.0	-2.0	-7.0	106.7	-8.0	4.3	103.9	1.9	-3.0	101.0	0.0
CN(C)/C=C/C(=O)c1cnc2n(c1=O)CCS2	-7.0	-1.0	-4.0	104.7	-5.0	4.2	104.5	0.1	-5.0	107.5	-4.0
CCOc1ccc(CCNC(=O)CSc2cc(=O)n(C)c3ccccc23)cc1OCC	-15.0	2.0	-4.0	102.9	-3.0	15.7	99.8	2.9	-2.0	102.1	-1.0
CCNc1nc(NCC)nc(OCCNS(=O)(=O)c2cc(C)ccc2C)n1	0.0	2.0	0.0	74.2	-2.0	7.2	81.2	0.0	0.0	84.4	0.0
COc1ccc(NC(=O)CSc2nc3ccccc3c(=O)n2CCCN2CCOCC2)c(OC)c1	-3.0	0.0	0.0	103.5	-3.0	4.3	106.5	2.8	-2.0	99.8	-1.0
O=S(=O)(NCCSc1nc2ccccc2o1)c1ccccc1	-20.0	-3.0	-11.0	100.8	-12.0	6.2	97.6	0.8	-5.0	100.2	0.0
CC(C)NC(=O)CC(=O)N/N=C/c1ccc(F)cc1	0.0	0.0	0.0	99.1	-1.0	1.1	105.0	0.3	3.0	98.7	0.0
CCOC(=O)C1CCN(S(=O)(=O)c2ccc3[nH]c(=O)oc3c2)CC1	-12.0	5.0	-7.0	102.7	-9.0	1.2	101.7	-0.8	-5.0	99.3	1.0
O=C(CCN1C(=O)C2C3CCC(C3)C2C1=O)Nc1ccc([N+](=O)[O-])cc1 (stereo unspecified)	0.0	1.0	-1.0	97.5	-4.0	4.4	100.7	0.0	-2.0	96.0	-1.0
O=C(NCCc1cccc(Cl)c1)c1cccc([N+](=O)[O-])c1	0.0	-1.0	0.0	101.7	0.0	6.7	100.7	1.1	-2.0	102.3	0.0
CCCN1C(=O)C(NC(C)=O)c2ccccc21 (stereo unspecified)	-6.0	3.0	-4.0	100.9	-5.0	10.0	100.7	0.1	-2.0	102.8	0.0

# RGS7-Gao, what is marked active above.
Structure	Bfl-1 Bim block	Bim-Mcl-1	Bim-Bcl-B	RGS7-Gao	Bim-Bcl-2	RGS8-Gao	Bim-Bcl-XL	RGS4-Gao reg	Bim-Bcl-W
CCOc1cc(-c2nc(C)c(C(C)=O)n2O)ccc1OCC(=O)Nc1ccc(F)cc1	17.0	0.0	-28.0	158.3*[activator]	6.0	103.4	-5.0	110.4	2.0

# Grouped by structure: the entries above with a COOH group
Compound	Bfl-1 Bim block	Bim-Mcl-1	Bim-Bcl-B	RGS7-Gao	Bim-Bcl-2	ABCG2 inh	RGS8-Gao	ABCB1 block	Bim-Bcl-XL	RGS4-Gao reg	Bim-Bcl-W
COc1cccc(C(=O)Nc2ccc3c(c2)C(=O)N(CCC(=O)O)C3=O)c1	-2.0	1.0	-1.0	99.1	-1.0	0.0	99.8	0.0	0.0	97.3	0.0
COc1ccc(CN2C(=O)/C(=C/c3ccc(-c4ccc(Cl)c(C(=O)O)c4)o3)SC2=S)cc1	16.0	13.0	-42.0	96.5	20.0	12.5	97.6	14.2	6.0	100.6	5.0
